# Compound activity: PubChem BioAssay, Broad Institute
# PvdQ acylase – P. aeruginosa PvdQ acylase inhibition | purified PvdQ acylase, fluorescence plate reader | inhibition, % at 10 µM | 340,000 compounds, 0.063% hits; in the data active means inhibition above about 30%, passing the limit was not always enough;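 further: 0% = vehicle neutral wells and 100% = reference inhibitor wells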
# Rtt109 HAT inh – C. albicans Rtt109 histone acetyltransferase inhibition. AID 540336. 330,000 compounds, 0.16% hits. purified Rtt109/Vps75, ThioGlo CoA-SH fluorescence, 4 h. inhibition, % at 34.9 µM;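 active means inhibition of at least 50% in every replicate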
# Target sequence (Q5AAJ8 whole entry, looked up): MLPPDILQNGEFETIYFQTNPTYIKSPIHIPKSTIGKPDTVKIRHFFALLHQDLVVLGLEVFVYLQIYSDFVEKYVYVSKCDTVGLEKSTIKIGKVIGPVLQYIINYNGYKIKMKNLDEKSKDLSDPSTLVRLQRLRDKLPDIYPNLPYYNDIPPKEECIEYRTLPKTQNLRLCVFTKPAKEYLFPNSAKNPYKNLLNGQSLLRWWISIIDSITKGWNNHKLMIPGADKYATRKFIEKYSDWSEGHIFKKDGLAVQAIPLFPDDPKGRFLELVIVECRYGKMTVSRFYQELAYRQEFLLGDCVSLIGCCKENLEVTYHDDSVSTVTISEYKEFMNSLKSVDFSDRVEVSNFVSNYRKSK
# dFosB activator – enhances mouse delta FosB homodimer DNA binding | P13346 | purified delta FosB, TAMRA-CDK5 oligo fluorescence polarization; percent of positive-control signal above neutral wells | activation, % at 25 µM | 340,000 compounds, 0.99% hits;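 active means mean activation above about 17%, with every replicate also reaching it, limit read from the data, passing the limit was not always enough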;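 further: fluorescence polarization rise as delta FosB binds a TAMRA Cdk5 AP-1 oligo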
# MITF act – increases MITF-driven TRPM1 promoter luciferase signal; 300,000 compounds, 0.75% hits; SK-MEL-5 TRPM1-promoter luciferase, 24 h; % of positive control, neutral wells = 0; activation, % at 12.5 µM;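 active means mean activation of at least 80% with every replicate also reaching 80%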;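 further: 0% = neutral control wells and 100% = parthenolide positive control wells; values of inactives mirror those of a sister screen read the other way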
# NSD2 inh – inhibitors of human histone methyltransferase NSD2; O96028; NSD2 peptide methylation, AlphaScreen, 120 min; inhibition, % at 12.5 µM; 310,000 compounds, 0.54% hits; AID 743445; in the data active means inhibition above about 50%
# SR-BI DiI-HDL act – enhances SR-BI lipid uptake from DiI-HDL; CHO ldlA[mSR-BI] cells, DiI-HDL uptake fluorescence, 3 h; 100 = double the neutral-control signal; 320,000 compounds, 0.096% hits; activation, % at 12.5 µM; AID 504775;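 active means mean replicate activation of at least 60% and every replicate at or above 60%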;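 further: 0% = median plate neutral-control signal and 100% = twice that signal; values of inactives mirror those of a sister screen read the other way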
#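 system = CHO ldlA[mSR-BI] cells, LDL receptor-null, SR-BI overexpressing | medium = Ham's F12 with 0.5% BSA, HEPES 25 mM, pH 7.4 | probe or stimulus = DiI-HDL 10 µg/mL | compound dosing = single-point compound dose | incubation = compound exposure 3 h, 37 °C | technique = DiI fluorescence, bottom read | read-out = cell-associated DiI fluorescence as measure of HDL uptake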
# PfHsp90 set2 – growth inhibition of yeast expressing Plasmodium Hsp90 | S. cerevisiae expressing PfHsp90, BacTiter-Glo ATP, 48 h; yeast lacking PDR1 and PDR3 efflux regulators | inhibition, % at 9.4 µM | 310,000 compounds, 0.32% hits | AID 504621;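 active means every replicate shows inhibition above about 80%, whatever the replicate mean, limit read from the data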;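 further: 0% = DMSO neutral controls and 100% = 20 µM radicicol positive controls; yeast relying on Plasmodium falciparum Hsp90 in place of its own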
# CAL PDZ FP-1 – inhibitors of human CAL PDZ peptide binding. 300,000 compounds, 0.92% hits. inhibition, % at 24.9 µM. purified CAL PDZ, TMR-peptide fluorescence polarization, 1 h. Q9HD26. AID 602252;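 active means mean inhibition of at least 30% with at least half of replicates also reaching 30%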;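 further: 0% = DMSO neutral control and 100% = excess unlabeled competitor peptide PRC23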
# CAL PDZ FP-2 – inhibitors of human CAL PDZ peptide binding; Q9HD26; 330,000 compounds, 0.02% hits; inhibition, % at 20 µM; AID 504414; purified CAL PDZ, TMR-peptide fluorescence polarization, 1 h;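 active means highest replicate inhibition of at least 40%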;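 further: plate controls were DMSO neutral control wells for no effect and unlabeled competitor peptide control wells for full effect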
#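 Control set: unlabelled peptide and DMSO controls / Material: purified CerCALP PDZ construct / Timing: 1 h incubation at room temperature before polarization reading / Doses: 20 µM, one dose / Detection: fluorescence polarization (mP)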
# SR-BI HDL uptake – mouse SR-BI HDL lipid transfer inhibition | ldlA[mSR-BI] CHO cells, DiI-HDL uptake fluorescence, 3 h | Q61009 | inhibition, % at 12.5 µM | AID 488896 | 320,000 compounds, 0.96% hits;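 active means mean replicate inhibition of at least 70% and a set share of replicates each scoring 70 or more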;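 further: 0% = median of neutral control wells and 100% = median of positive control wells; values of inactives mirror those of a sister screen read the other way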
# Target sequence (Q61009 whole entry, looked up): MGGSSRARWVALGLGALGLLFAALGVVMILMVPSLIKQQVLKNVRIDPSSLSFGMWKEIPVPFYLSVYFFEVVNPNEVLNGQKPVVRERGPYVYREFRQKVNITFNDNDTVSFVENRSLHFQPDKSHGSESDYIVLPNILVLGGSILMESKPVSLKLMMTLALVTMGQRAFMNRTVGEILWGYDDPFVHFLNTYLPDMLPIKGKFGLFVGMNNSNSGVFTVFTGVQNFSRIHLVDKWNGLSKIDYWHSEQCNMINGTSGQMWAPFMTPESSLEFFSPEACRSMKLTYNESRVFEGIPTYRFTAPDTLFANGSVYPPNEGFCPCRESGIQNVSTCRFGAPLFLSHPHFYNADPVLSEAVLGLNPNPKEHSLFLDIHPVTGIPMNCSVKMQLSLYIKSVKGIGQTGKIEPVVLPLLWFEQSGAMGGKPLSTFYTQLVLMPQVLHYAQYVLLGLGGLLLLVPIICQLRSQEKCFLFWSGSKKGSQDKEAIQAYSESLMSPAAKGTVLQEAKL
# * = called active by the depositor; . = no result given.
Structure | PvdQ acylase | Rtt109 HAT inh | dFosB activator | MITF act | NSD2 inh | SR-BI DiI-HDL act | PfHsp90 set2 | CAL PDZ FP-1 | CAL PDZ FP-2 | SR-BI HDL uptake
O=C(NCCNC(=O)Oc1cccc2ccccc12)Oc1cccc2ccccc12 | -10 | -3 | 2 | -17 | 4 | -6 | -8 | -7 | -0.8 | 6
CC(NC(=O)CCc1nnc(C2(c3ccc(Cl)cc3)CCC2)o1)C1CC1 (configuration not stated) | -5 | 0 | -7 | 16 | -1 | 20 | 10 | 2 | -0.3 | -20
CC(C)C1=NN2C(=N)CC(=O)N=C2S1 | 10 | 7 | -2 | -2 | . | 20 | 11 | -4 | -1.7 | -20
CC(C)(C)C(=O)N1CCn2c1nc1ccccc12 | 3 | -13 | 6 | -2 | -3 | 8 | -5 | 2 | 1.9 | -8
CCOC(=O)N1CCN(C(=O)CCCn2c(=S)[nH]c3ccsc3c2=O)CC1 | -7 | -2 | -7 | 5 | -4 | -6 | -13 | -2 | -2.9 | 6
Clc1cccc(OCCN2CCOCC2)c1 | 8 | 0 | 3 | 14 | -1 | 14 | 5 | 1 | 0.5 | -14
CC(C)NC(=O)N(C)C[C@@H]1Oc2c(NC(=O)Nc3ccccc3)cccc2C(=O)N([C@H](C)CO)C[C@H]1C | -7 | -11 | -1 | -9 | . | 19 | -1 | 7 | -0.6 | -19
CCOc1ccc(S(=O)(=O)N2CCOCC2)cc1NC(=O)CSCc1ccc(C)cc1 | -6 | 7 | -4 | . | -1 | 0 | -5 | -5 | -1.2 | 0
CC[C@]12C(=O)N(C)C[C@H]([C@@H]3C(=O)N(C)C(=O)[C@@H]31)N2C(=O)c1ccccc1 | 13 | -6 | -5 | -7 | . | 8 | -2 | 5 | 0.5 | -8
CCN(CC)CC(=O)NCc1cc(-c2ccc(OC)cc2)no1 | 0 | 5 | -2 | -4 | 10 | -10 | 0 | 0 | -0.9 | 10
Cc1ccccc1NS(=O)(=O)c1ccc(F)cc1 | 4 | 10 | -2 | -14 | -3 | 12 | 5 | -2 | 0.2 | -12
Cc1cccc(NC(=O)CN(C)C(=O)C2CCCC2)c1C | -7 | 0 | -2 | 2 | . | 5 | 1 | 12 | -0.8 | -5
Cc1cc(C)nc(SCC(=O)N/N=C/C=C/c2ccccc2)n1 | -9 | -5 | -12 | -4 | 0 | -3 | 13 | 3 | -2.7 | 3
Cc1ccc(NC(=S)N(CCCN(C)C)Cc2cc3cc4c(cc3[nH]c2=O)OCO4)cc1 | 2 | 12 | 10 | 11 | 10 | 5 | -18 | -8 | . | -5
COCCn1nnnc1C(C(C)C)N1CCCC(C)C1 (configuration not stated) | -5 | 4 | -3 | 6 | -2 | 11 | 3 | . | -2.1 | -11
Cc1ccc(S(=O)(=O)N(Cc2c(F)cccc2Cl)C(=O)N2CCN(C)CC2)cc1 | -7 | 1 | -9 | 9 | -3 | 8 | -22 | . | -0.7 | -8
CC1=C(C(=O)Nc2cccnc2)C(c2ccc3c(c2)OCO3)C2=C(CCCC2=O)N1 (configuration not stated) | -6 | -4 | 2 | 2 | 0 | 24 | 1 | 1 | -1.3 | -24
Cn1ccnc1C1CCCCN1Cc1nc(Cc2ccccc2F)no1 (configuration not stated) | -14 | -3 | 1 | 1 | 0 | 13 | . | -1 | -3.1 | -13
COc1ccccc1Oc1nnnn1-c1ccc(C(N)=O)cc1 | 6 | -4 | 3 | -13 | -2 | -5 | 2 | -2 | 0.0 | 5
COc1ccc2c(c1)c(C(C)=O)c(C)n2-c1ccc(C(C)=O)cc1 | -8 | -12 | -2 | 16 | . | -55 | 6 | -2 | -1.2 | 55
CCCCCNCc1ccc(Cl)cc1 | -11 | -15 | 2 | -2 | -4 | 1 | . | -5 | -2.1 | -1
Cc1cc(C)cc(Nc2nc(-c3ccc(S(=O)(=O)N4CCCC4)cc3)cs2)c1 | 0 | -1 | -12 | -14 | . | -39 | -41 | -3 | 0.0 | 39
O=C(Nc1cccnc1)c1cccnc1 | -8 | 2 | 0 | 8 | -1 | 13 | 9 | -18 | -0.9 | -13
CCOc1c(Br)cc(C(N)=O)cc1OCc1ccccc1 | -16 | -3 | -8 | -10 | 2 | -18 | -5 | 3 | -3.4 | 18

# Seven compounds drawn at random from those above:
Structure | PvdQ acylase | Rtt109 HAT inh | dFosB activator | MITF act | NSD2 inh | SR-BI DiI-HDL act | PfHsp90 set2 | CAL PDZ FP-1 | CAL PDZ FP-2 | SR-BI HDL uptake
Cn1ccnc1C1CCCCN1Cc1nc(Cc2ccccc2F)no1 (configuration not stated) | -14 | -3 | 1 | 1 | 0 | 13 | . | -1 | -3.1 | -13
COc1ccccc1Oc1nnnn1-c1ccc(C(N)=O)cc1 | 6 | -4 | 3 | -13 | -2 | -5 | 2 | -2 | 0.0 | 5
CC1=C(C(=O)Nc2cccnc2)C(c2ccc3c(c2)OCO3)C2=C(CCCC2=O)N1 (configuration not stated) | -6 | -4 | 2 | 2 | 0 | 24 | 1 | 1 | -1.3 | -24
Cc1ccc(NC(=S)N(CCCN(C)C)Cc2cc3cc4c(cc3[nH]c2=O)OCO4)cc1 | 2 | 12 | 10 | 11 | 10 | 5 | -18 | -8 | . | -5
Cc1ccc(S(=O)(=O)N(Cc2c(F)cccc2Cl)C(=O)N2CCN(C)CC2)cc1 | -7 | 1 | -9 | 9 | -3 | 8 | -22 | . | -0.7 | -8
COc1ccc2c(c1)c(C(C)=O)c(C)n2-c1ccc(C(C)=O)cc1 | -8 | -12 | -2 | 16 | . | -55 | 6 | -2 | -1.2 | 55
O=C(Nc1cccnc1)c1cccnc1 | -8 | 2 | 0 | 8 | -1 | 13 | 9 | -18 | -0.9 | -13

# (next part)
Structure | PvdQ acylase | Rtt109 HAT inh | dFosB activator | MITF act | NSD2 inh | SR-BI DiI-HDL act | PfHsp90 set2 | CAL PDZ FP-1 | CAL PDZ FP-2 | SR-BI HDL uptake
N#CCC(=O)N/N=C\c1cc(Br)ccc1OC/C=C/c1ccccc1 | -12 | -1 | -12 | 93* | 1 | -59 | -13 | -3 | -3.8 | 59
C/C=C\C=C/C(=O)Nc1cccc(C2=NOC3(C2)C[C@@H](C(N)=O)N(C(=O)[C@H]2CCC(=O)N2)C3)c1 (some centres not stated) | 1 | -32 | -4 | 4 | . | 16 | . | -7 | -2.2 | -16
Nc1nc(-c2ccccc2)cn1N | -8 | 1 | 3 | 19 | -1 | 19 | -3 | -1 | -0.4 | -19
CCCc1nnc(NC(=O)CCC(=O)N2CCN(CCOc3ccc(C)cc3)CC2)s1 | -11 | -8 | -9 | -20 | 1 | 7 | -5 | -2 | 0.0 | -7
Cc1cccc(C(=O)Nc2ccc(N3CCN(S(C)(=O)=O)CC3)cc2)c1 | -20 | 0 | -4 | 34 | 0 | 13 | 6 | 4 | -1.4 | -13
Cc1ccc(NC(=O)C(=O)NNC(=O)c2cccs2)cc1 | 2 | -7 | 4 | 7 | 3 | 36 | 9 | . | 0.3 | -36
O=C(O)C1C2C=CC(O2)C1C(=O)NC1CCCc2ccccc21 (configuration not stated) | -1 | -10 | -4 | -5 | 0 | 9 | 12 | -3 | 0.1 | -9
CC(=O)NN1C(=O)c2ccccc2NC1c1ccccc1O (configuration not stated) | -16 | -16 | -5 | 1 | -2 | 9 | -4 | 15 | 0.2 | -9
CN(C)S(=O)(=O)c1cccc(CSCc2cccc(S(=O)(=O)N(C)C)c2)c1 | -6 | -7 | -17 | -7 | . | 8 | -14 | -7 | -0.1 | -8
Cc1ccc(OCCCCn2cnc3ccccc32)c(C)c1 | -25 | 8 | -5 | . | -6 | -4 | 6 | -4 | -2.3 | 4
CS(=O)(=O)N1CC(C(=O)O)Oc2ccc(CC(=O)O)cc21 (configuration not stated) | 8 | -15 | -1 | -9 | 9 | 35 | -16 | 0 | -0.9 | -35
Cc1cccc(N2CCN(C(=O)CCCCCn3c(=S)[nH]c4ccc(N5CCOCC5)cc4c3=O)CC2)c1C | -14 | 1 | -3 | 0 | -3 | -58 | -2 | 1 | -2.7 | 58

# The results go on.
Structure	PvdQ acylase	Rtt109 HAT inh	dFosB activator	MITF act	NSD2 inh	SR-BI DiI-HDL act	PfHsp90 set2	CAL PDZ FP-1	CAL PDZ FP-2	SR-BI HDL uptake
CCc1ccccc1NS(=O)(=O)c1ccc2[nH]cc(C(=O)NCc3ccco3)c(=O)c2c1	-3	-7	2	-6	-1	-17	-1	.	-1.0	17
NC(=O)CC(NC(=O)Cc1ccc(Br)cc1)c1ccc(N2CCc3ccccc3C2)c([N+](=O)[O-])c1 (configuration not stated)	-6	0	1	-1	.	-6	-14	-3	-1.1	6
COc1ccc(N(Cc2cc3ccc(C)cc3[nH]c2=O)S(=O)(=O)c2ccccc2)cc1	5	2	-6	-10	.	10	1	.	-1.5	-10
COC(=O)C(C)n1cnc2c(nnn2-c2ccc(C)cc2)c1=O (configuration not stated)	4	13	-8	.	.	5	24	-4	-0.4	-5
O=C(Nc1ccc(F)cc1)C(=O)C1C(=O)Nc2ccccc21 (configuration not stated)	-10	-9	-5	-3	-1	-5	14	-4	0.0	5
CC1CCCN(Cc2ccc(OCc3ccccc3)cc2)C1 (configuration not stated)	-15	0	-1	36	3	10	1	-2	-2.6	-10
COc1ccc(NC(=S)Nc2cccc(C(C)=O)c2)cc1OC	-10	4	1	4	3	-73	19	-3	-6.0	73*
Cc1nc(Cc2nnc(SCc3nc(N)nc(Nc4ccccc4C)n3)o2)cs1	-8	-1	-1	-4	5	-15	13	6	-1.5	15
CCc1ccccc1NC(=O)Cn1ccn(-c2ccc(OC)cc2)c(=O)c1=O	11	9	-2	0	5	16	-4	1	-1.0	-16
CCOC(=O)N1CCN(CC(=O)Nc2c(C(=O)OC)[nH]c3cccc(Cl)c23)CC1	9	7	-4	-8	0	10	-3	3	0.7	-10
Cc1ccc(NC(=O)c2cc([N+](=O)[O-])ccc2N2CCOCC2)cc1S(=O)(=O)N(C)C	-12	10	-2	-5	-1	.	5	-3	-0.3	.
O=C(CSc1nnc(-c2ccncc2)o1)N1CCc2ccccc2C1	-12	0	-7	-15	0	-2	.	-5	-0.4	2
N=C1C2=C3Sc4ccccc4N3CCCC2=NN1c1cccc(S(=O)(=O)O)c1	-10	14	-9	-5	.	.	31	-4	-2.9	.
Oc1ccc(N2CCN(c3nnnn3-c3ccccc3)CC2)cc1	4	5	-4	9	-3	-14	17	3	-0.7	14
Cc1ccc(Nc2nnc(SC(C)C(=O)NC3CC3)s2)cc1 (configuration not stated)	2	4	-4	2	0	10	-18	.	-1.2	-10
Cc1cc(C)cc(N(CC(=O)NC2CCCC2)C(=O)CCC(=O)Nc2cc(C)ccn2)c1	-13	3	-10	-7	-4	9	-44	26	-3.5	-9
Fc1ccc(-c2csc(=S)[nH]2)cc1	6	41	8	41	2	-40	-12	-3	-1.0	40
CC1=NN(c2cc(Cl)c(S(=O)(=O)O)cc2Cl)C(=O)C1	-18	11	2	-4	6	-13	39	1	-0.4	13
CCCNC(=O)c1ccc(N2CCC3(CC2)CC(c2cccc(Br)c2)=NO3)c(NC(=O)c2cccc(C)c2)c1	-18	4	-5	1	.	3	-11	-1	-1.2	-3
